Bioassay records from PubChem.
GLS inhibitor: qHTS for Inhibitors of Glutaminase (GLS); GLS enzymatic activity, qHTS titration; 0.21% of 410,000 active; Glutaminase kidney isoform, mitochondrial (Homo sapiens), O94925; Potency, µM (highest dose often 45.5 µM), inactives show at the top dose activity change, negative = inhibition, hits mostly inhibitors; active means well fitted inhibition curve with a large enough effect; inconclusive means small, poorly fitted or top-dose-only effect, or another doubt; inactive means no such curve, though single readings can be large or run the other way; further: potency means the concentration at half of the fitted maximal effect
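Human kidney-isoform GLS in 45 mM KH2PO4 pH 8.2, 0.02% Tween-20, with compound, started with 1mM L-Glutamine (added stock). Glutamate oxidase/HRP/Amplex red coupled fluorescence read at start and after 30 min at RT.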
PI4K2A block: qHTS for small molecular inhibitors of PI4K2A | purified PI4K2A, ADP-Glo luminescence, 1 h; stronger effect = lower value | activity change, negative = inhibition, % at 76.9 µM | Phosphatidylinositol 4-kinase type 2-alpha (Homo sapiens), Q9BTU6 | 0.13% of 420,000 active; in the data active means activity change below about -50%; inconclusive means mostly about -30% to -49%;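 further: -100% = wells without enzyme as full effect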
Target sequence (Q9BTU6 whole entry, looked up): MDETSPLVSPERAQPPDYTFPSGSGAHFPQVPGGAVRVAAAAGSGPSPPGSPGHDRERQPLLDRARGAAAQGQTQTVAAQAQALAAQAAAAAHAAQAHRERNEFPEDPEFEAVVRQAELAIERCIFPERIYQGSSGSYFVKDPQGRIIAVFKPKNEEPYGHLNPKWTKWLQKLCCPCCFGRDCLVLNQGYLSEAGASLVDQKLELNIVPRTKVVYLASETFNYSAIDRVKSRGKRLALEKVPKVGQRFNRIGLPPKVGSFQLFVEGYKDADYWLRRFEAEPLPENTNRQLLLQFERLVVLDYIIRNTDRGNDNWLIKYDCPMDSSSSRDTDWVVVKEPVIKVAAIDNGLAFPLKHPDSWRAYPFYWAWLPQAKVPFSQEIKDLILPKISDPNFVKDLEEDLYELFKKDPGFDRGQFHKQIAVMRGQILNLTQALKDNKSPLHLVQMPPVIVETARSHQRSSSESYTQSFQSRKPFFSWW
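Compounds are screened against recombinant PI4K2A using PI as substrate and ATP, the latter dispensed at 300 microM. Reactions run one hour at ambient temperature before ADP-Glo detection; full inhibition defined by wells lacking enzyme.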
* hit, by the source's call; ? = inconclusive; [ ] = another dose, or the depositor's remark. Unless noted, on the % scale 0 is the no-effect control and ±100 the full control effect. Some of the compounds tested. The share of hits here may be higher or lower than overall.

SMILES	GLS inhibitor	PI4K2A block
COc1ccc(CN2CCC(C(=O)NC(c3ccc4c(c3)OCO4)c3ccccn3)CC2)cc1 (centres undefined)	4%	3
CC(=O)c1cccc(-c2ccnc3c2CC(C(=O)Nc2ccc4c(c2)OCO4)O3)c1 (centres undefined)	2%	-1
COc1cccc(-c2ccc3c(c2)N(Cc2ccc(F)cc2)C(=O)C(C)S3)c1 (centres undefined)	-4%	4
O=C1NC[C@H](CCCCN2C[C@H](Cc3ccccc3)N(CCC3CCCCC3)C(=O)C2=O)N(CCc2ccccc2)C1=O	1%	2
CCCCc1c(-c2ccccc2OC)ncn1CCc1ccccc1	-2%	0
c1cc(-c2ccc(N3CCOCC3)cc2)n2ccnc2c1	15%	2
CCCOc1ccc(F)cc1-c1cc(C(=O)Nc2ccc(OC)cc2C)[nH]n1	1%	-1
CCOC(=O)[C@@H](NC(=O)/C=C/[C@H]1O[C@@H](n2ccc(=O)[nH]c2=O)[C@H](O)[C@@H]1O)C(C)C	-8%	-4
Cn1ccc2c(-c3cncc4ccccc34)cc3c(c21)C1CCC3O1 (centres undefined)	14%	5
COc1ccc(-c2ccccc2)cc1NC(=O)C1(C)CCN1C(=O)C(C)C (centres undefined)	2%	-1
Cc1ccc2nc(-c3ccccc3)c(Cc3cccc(Cl)c3)n2c1	7%	-11
CCOC1=C2[C@@H](CN(S(=O)(=O)c3ccc(C)cc3)[C@H]2c2ccccc2F)[C@H]2C(=O)N(Cc3ccccc3)C(=O)[C@H]2C1	1%	-1
O=C(NCc1ccccc1)C1c2ccccc2OCC(=O)N1Cc1ccc2c(c1)OCO2 (centres undefined)	2%	-2
COCCNC(=O)C1(C)CCCN(C(=O)c2cc(OC)c(OC)c(OC)c2)C1 (centres undefined)	34%[activator]	0
CC1(C(=O)Nc2ccccc2F)CCN1C(=O)Cc1ccc(-c2ccccc2)cc1 (centres undefined)	6%	6
Cn1ccc2c(N3CCOCC3)cc3c(c21)C1CCC3O1 (centres undefined)	71%[activator]	-1
CCCS(=O)(=O)NC(=O)C1(C)CCN(C(=O)c2c(-c3ccccc3)noc2C)C1 (centres undefined)	9%	4
CCc1nc2ccc(C(=O)NCCc3c[nH]c4ccccc34)cn2c1N(C)CCCc1ccccc1	0%	-2
Nc1[nH]c(C(=O)c2ccccc2)c(-c2ccc(Br)cc2)c1C(=O)NC1CC1	4%	-8
COCOc1ccc(-c2ncc(OC)nc2NC(=O)c2ccsc2)cc1	2%	1

Record cards, as listed above.
Record of CCCCc1c(-c2ccccc2OC)ncn1CCc1ccccc1 : GLS inhibitor: -2%; PI4K2A block: 0
Record of COc1ccc(-c2ccccc2)cc1NC(=O)C1(C)CCN1C(=O)C(C)C (centres undefined) : GLS inhibitor: 2%; PI4K2A block: -1
Record of COCCNC(=O)C1(C)CCCN(C(=O)c2cc(OC)c(OC)c(OC)c2)C1 (centres undefined) : GLS inhibitor: 34%[activator]; PI4K2A block: 0

More records follow.
SMILES	GLS inhibitor	PI4K2A block
CC[C@@H]1Cc2[nH][nH]c(=O)c2[C@@H](c2ccc(Cl)cc2)O1	2%	-6
COC(=O)[C@]12CCCCC=C1N(Cc1ccc(Cl)cc1Cl)C(=O)[C@H](CC(=O)N1CCOCC1)C2	0%	3
COc1cc(C)ccc1S(=O)(=O)NC(=O)Cn1nnc(COc2ccc3c(c2)CCCC3)c1C	1%	1
CC(C)Cc1ccc(-c2cc3nc(NCCc4ccc(S(N)(=O)=O)cc4)ccn3n2)cc1	-2%	6
CCc1nc2ccc(C(=O)NC3CCN(Cc4ccccc4)CC3)cn2c1N(CC)Cc1cccc(Br)c1	2%	5
c1ccc(COc2cccc(-c3cc4nc(NCc5cccs5)ccn4n3)c2)cc1	-10%	5
COC[C@H]1CCCN1c1ccc2c(c1)O[C@@H](COCc1ccccc1)CN([C@H](C)c1ccccc1)S2(=O)=O	-21%	1
COc1cccc(NC(=O)N2CCc3nc(NCc4cccc(Oc5ccccc5)c4)ncc3C2)c1	1%	0
COc1ccc(Cn2cc(CN3CC(N4CCN(Cc5ccccc5F)CC4)CS3(=O)=O)nn2)cc1 (centres undefined)	-6%	-8
O=C(NCc1ccccc1F)Nc1nnc([C@H]2C[C@H](O)[C@@H](CO)O2)s1	?	-3
Cc1cccc(C)c1-n1nnnc1C1(C)CCC(=O)N1Cc1ccc(F)cc1 (centres undefined)	-2%	1
O=C(Nc1ccc(Cl)cc1)C1Cc2c(-c3cccc(F)c3)ccnc2O1 (centres undefined)	1%	-2
CC(=O)N1CCCC(c2cc(C(=O)Nc3ccccc3)no2)C1 (centres undefined)	1%	-22
COc1ccc(CN2CCC2(C)C(=O)Nc2cnc3ccccc3c2)c2ccccc12 (centres undefined)	-6%	4
COc1cccc(C(C)(O)c2nc(-c3ccoc3)cs2)c1 (centres undefined)	-2%	-3
CC(=O)Nc1ccc(-c2ccnc3c2CC(C)(C(=O)NCc2cccc(Cl)c2)O3)cc1 (centres undefined)	-8%	2
CS(=O)(=O)c1ccc(Nc2nc(C(N)Cc3ccc(F)cc3)cs2)cc1 (centres undefined)	1%	3
O=C(Nc1ccc2c(c1)OCO2)c1csc([C@@H]2O[C@H](CO)[C@H](O)[C@H](O)[C@H]2O)n1	8%	2
CCN(CC)c1ncnc2c1ncn2[C@H]1CN(Cc2ccc3c(c2)OCO3)C[C@@H](CO)O1	3%	1
CCCNC(=O)c1cc(C2CCCCN2C(=O)c2cc(OC)c(C)c(OC)c2)on1 (centres undefined)	1%	0
O=C1c2ccccc2C(c2nc3ccccc3[nH]2)N1Cc1ccco1 (centres undefined)	0%	1
OC(c1ccc(F)c(F)c1)c1ncc(-c2ccc(F)cc2)[nH]1 (centres undefined)	-6%	0
CCCCn1nnnc1C(c1ccnc2ccccc12)N1CCN(C/C=C/c2ccccc2)CC1 (centres undefined)	1%	-2
COC(=O)[C@]12CCCCC=C1N(Cc1ccc(Cl)cc1Cl)C(=O)[C@H](CC(=O)N1CCC(c3ccccc3)CC1)C2	1%	3
CC[N+](CC)(CC)CCOC(=O)C(C1CCCC1)C1CCCC1	2%	0
COc1ccccc1-c1sc2ccccc2c1-c1cnc(N2CCOCC2)nc1	17%	-4
CC(C)(C)S(=O)N1Cc2cc(C(=O)NCc3ccc4c(c3)OCO4)nc(-c3cccc(-c4ccccc4)c3)c2[C@@H]1CCO (some centres undefined)	-2%	-1
O=C1NC[C@@H](CCCCN2C[C@H](Cc3ccccc3)N(CCC3CCCCC3)C(=O)C2=O)N(CCc2ccc(O)cc2)C1=O	0%	-2
CCCCCCCCN1C(=O)[C@H](CC(=O)NCc2ccccc2)C[C@@]2(C(=O)OC)CCCCC=C12	-17%	0
O=C(CN1CCNCC1)N1CCOCC1	0%	-1
COc1ccc(OC)c(S(=O)(=O)NC(=O)C2(C)CCN2C(=O)Cc2ccccc2Cl)c1 (centres undefined)	14%	-7
COc1ccc(-c2cc3c(c4c2ccn4C)C2CCC3C2)cc1F (centres undefined)	-1%	3
CCOC(=O)C1(C)CCCN(C(=O)c2ccccc2OC(F)(F)F)C1 (centres undefined)	3%	-2
COc1cccc(CN2CCC2(C)C(=O)Nc2ccc(C)c(O)c2)c1F (centres undefined)	3%	3
COc1ccc(-c2cc(NC(C)=O)c3ncc(-c4cccc(C(C)=O)c4)n3c2)cc1OC	-4%	-19
O=C(NC(c1ccc(F)cc1)c1ccc2ccccc2n1)C1CCN(CCOc2ccc(F)cc2)CC1 (centres undefined)	3%	2
COCCNC(=O)C1(C)CCCN(Cc2ccc3ccccc3c2Br)C1 (centres undefined)	3%	2
O=C1NC[C@H](Cc2ccccc2)N(C[C@@H]2CCCN2C[C@H](Cc2ccccc2)N2C[C@H](Cc3ccccc3)N(CCc3ccccc3)C(=O)C2=O)C1=O	-5%	-2
COc1cccc(-c2oc3c(c2C(=O)OCCN2CCCCC2)C(O)CCC3)c1 (centres undefined)	-10%	0
COc1ccc(C(O)c2ncc(-c3ccccc3F)[nH]2)cc1 (centres undefined)	9%	-1

4 structures from above, sorted by molar mass, lowest first.
SMILES	GLS inhibitor	PI4K2A block
O=C(CN1CCNCC1)N1CCOCC1	0%	-1
COc1ccc(-c2cc(NC(C)=O)c3ncc(-c4cccc(C(C)=O)c4)n3c2)cc1OC	-4%	-19
CCCCn1nnnc1C(c1ccnc2ccccc12)N1CCN(C/C=C/c2ccccc2)CC1 (centres undefined)	1%	-2
CCCCCCCCN1C(=O)[C@H](CC(=O)NCc2ccccc2)C[C@@]2(C(=O)OC)CCCCC=C12	-17%	0

Additional results.
SMILES	GLS inhibitor	PI4K2A block
NC(COCc1ccccc1)c1csc(Nc2ncccn2)n1 (centres undefined)	-1%	-6
COc1cc(-c2cc(NC(C)=O)c3ncc(-c4ccc(C(C)=O)cc4)n3c2)cc(OC)c1OC	-20%	-10
COCCNC(=O)C1(C)CCCN(C(=O)c2c(-c3ccccc3)noc2C)C1 (centres undefined)	7%	0
CCc1nc2ccc(C(=O)NCc3ccc4c(c3)OCO4)cn2c1N(C)Cc1cccs1	16%	4
CCCCc1c(-c2ccccc2OC)ncn1CCc1ccccc1Cl	-15%	-8
O=C(NC1CC1)c1cccc(-c2cncc3nccn23)c1	-5%	-7
CCC(=O)N1CCC1(C)C(=O)Nc1ncc(C)s1 (centres undefined)	9%	1
CC(C)c1ccc(C(=O)N2CCCC(c3cc(C(=O)Nc4ccc5c(c4)OCO5)no3)C2)cc1 (centres undefined)	-3%	3
CCOc1cccc(-c2cc(N3CCN(CCO)CC3)n3nccc3n2)c1	8%	-1
COCCNc1nc(NCc2cc(-c3ccc(OC)cc3)no2)c2sccc2n1	0%	-3
Cc1ccccc1S(=O)(=O)NC(=O)C1(C)CCN1C(=O)CCc1cccs1 (centres undefined)	3%	0
CCc1nc2ccc(C(=O)N(C)Cc3ccco3)cn2c1N(C)CCCc1ccccc1	3%	7
CCOC(=O)[C@]12CCC=C1N(Cc1ccc(Cl)cc1Cl)C(=O)[C@H](CC(=O)NCc1cccc(C(F)(F)F)c1)C2	-9%	2
CC(C)NC(=O)c1cc(C2CCCCN2C(=O)c2cc(C(C)(C)C)nn2C)on1 (centres undefined)	10%	-5
N#CCCC1(CCC#N)c2ccccc2C(=O)c2ccccc21	2%	1
CC(=O)Nc1cc(-c2cccc(F)c2)cn2c(-c3ccccc3)cnc12	0%	-1
Cc1cc2nc(C3CCCCC3)c(Cc3ccccc3)n2c(C)c1Br	-3%	-7
CCCN(CCC)Cc1cc(=O)oc2ccc3ccccc3c12	3%	-4
CCCNC(=O)C1(C)CCCN(Cc2ccc(C(F)(F)F)cc2)C1 (centres undefined)	-6%	-1
CCCNC(=O)C1(C)CCCN(C(=O)c2cccc(OC(C)=O)c2C)C1 (centres undefined)	3%	1

Part of the list above, with values under each structure:
Values in the order: GLS inhibitor, PI4K2A block
- CCc1nc2ccc(C(=O)NCc3ccc4c(c3)OCO4)cn2c1N(C)Cc1cccs1
 : 16%, 4
- CCCCc1c(-c2ccccc2OC)ncn1CCc1ccccc1Cl
 : -15%, -8
- O=C(NC1CC1)c1cccc(-c2cncc3nccn23)c1
 : -5%, -7
- CCC(=O)N1CCC1(C)C(=O)Nc1ncc(C)s1 (centres undefined)
 : 9%, 1
- CC(C)c1ccc(C(=O)N2CCCC(c3cc(C(=O)Nc4ccc5c(c4)OCO5)no3)C2)cc1 (centres undefined)
 : -3%, 3
- CCOc1cccc(-c2cc(N3CCN(CCO)CC3)n3nccc3n2)c1
 : 8%, -1

Next section
SMILES	GLS inhibitor	PI4K2A block
O=C(Nc1nnc([C@@H]2C[C@H](O)[C@@H](CO)O2)s1)Nc1cccc2ccccc12	0%	-1
C[C@H]1COc2cccc(N3CCSCC3)c2S(=O)(=O)N1	4%	-5
CCCNC(=O)C1(C)CCCN(C(=O)c2ccc(F)cc2Cl)C1 (centres undefined)	0%	-6
Cc1ccccc1-c1cc2nc(NCc3ccc(N(C)C)cc3)n(C)c(=O)c2s1	21%	6
CC(=O)Nc1ccc(CNc2nc3cc(-c4ccsc4)sc3c(=O)n2C)cc1	1%	3
CC(=O)Nc1cc(-c2ccc(CO)cc2)cn2c(-c3ccc(F)c(Cl)c3)cnc12	-2%	-3
CN1CCN(c2ccc(CNC(=O)C3Cc4c(-c5ccc(Cl)cc5)ccnc4O3)cc2)CC1 (centres undefined)	28%	-3
COc1ccc(-c2cc(CNc3nc(NC(C)C)nc4cc(-c5ccccc5)sc34)on2)cc1	6%	-1
COc1cc(OC)cc(C2=Cc3ccc(OC)cc3C(CC(C)=O)N2c2ccc(C#CC3(N)CCCCC3)cc2)c1 (centres undefined)	3%	-6
COc1ccc2c(c1)CO[C@]21O[C@H](CCO)C[C@H](O)[C@H]1O	-4%	0
CCOC(=O)[C@]12CCC=C1N(Cc1ccc(Cl)cc1Cl)C(=O)[C@H](CC(=O)N1CCCCC1)C2	-1%	-6
